POLK inh – blocks human DNA polymerase kappa activity. hit rate 0.53% among 400,000. purified Pol kappa, fluorescent DNA synthesis assay, 10 min. Potency, µM (series often up to 107 µM), for the others: at the top dose activity, negative = inhibition, most hits filed as inhibitors. AID 588579; also: potency is read from the fitted curve at half-maximal effect; % is scaled to controls: 0 for no effect and ±100 for the full control effect
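Kinetic fluorescence readout at 0 and 10 min followed reaction start with substrate at 50 nM final. Beforehand, enzyme (10 nM Pol kappa) stood 15 min with compound at room temperature; buffer-only wells were negative controls.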
APEX1 inh – inhibitors of human APE1 endonuclease. P27695. hit rate 0.35% among 350,000. recombinant APE1, TAMRA/BHQ-2 abasic DNA cleavage fluorescence. AID 2517. Potency, µM (series often up to 65.8 µM), inactives show top-dose activity change, negative = inhibition, usual class: inhibitors;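 also: potency is read from the fitted curve at half-maximal effect; plate controls were vehicle for no effect and reference inhibitor for full effect; nearly all actives have a fitted effect of over 55% in size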
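Quantitative HTS: incision of a TAMRA/BHQ-2 double-stranded substrate bearing a tetrahydrofuran abasic site by 0.75 nM APE1 raises fluorescence. Substrate 50 nM final, added after 15 min compound preincubation at room temperature; progress as third-minus-first kinetic read difference.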
POLB inh – DNA polymerase beta (human) inhibition; P06746; Pol beta primer extension/strand displacement, fluorescence kinetic; Potency, µM (highest dose often 114 µM), for the others: at the highest dose activity change, negative = inhibition, hits mostly inhibitors; hit rate 1.3% among 340,000; AID 485314; also: potency is read from the fitted curve at half-maximal effect; % is scaled to controls: 0 for no effect and ±100 for the full control effect
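Values derive from four-parameter Hill fits of normalized kinetic data: reads at 0 and 10 min following addition of 50 nM substrate to 10 nM Pol beta preincubated 15 min with compound.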
POLI inh – DNA polymerase iota (human) inhibition. Pol iota fluorescent replication assay, 10 min. Q9UNA4. AID 588590. Potency, µM (top dose mostly 115 µM), for inactives: top-dose activity, negative = inhibition, hits mostly inhibitors. hit rate 1% among 390,000; also: potency is read from the fitted curve at half-maximal effect
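Pol iota at 10 nM preincubated 15 min with compounds at room temperature; reaction started with fluorescent substrate, 50 nM final. Fluorescence read kinetically at 0 and 10 min; buffer-only wells as negative control.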
Apoferritin bind – candidate novel general anesthetic via apoferritin binding | P02791 | apoferritin/1-aminoanthracene competitive binding, fluorescence | Potency, µM (titrated, usually from 77.5 µM), without a hit: at the top dose activity change, negative = displacement, usual class: inhibitors | hit rate 0.074% among 350,000 | AID 485281; also: potency is read from the fitted curve at half-maximal effect; % is scaled to controls: 0 for no effect and ±100 for the full control effect; nearly all actives have a fitted effect of over 20% in size
Target sequence (P02791 2-175 limits assumed): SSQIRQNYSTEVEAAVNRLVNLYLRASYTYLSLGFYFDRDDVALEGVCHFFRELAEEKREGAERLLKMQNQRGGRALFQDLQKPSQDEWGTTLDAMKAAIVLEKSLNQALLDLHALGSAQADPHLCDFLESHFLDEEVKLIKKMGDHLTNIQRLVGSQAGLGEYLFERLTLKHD
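In PBS, apoferritin at 10 uM is loaded with 1-AMA from a 50% saturated solution. After 10 min of compound exposure at ambient temperature, reduced 535 nm fluorescence indicates probe displacement.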
Tb PGK inh – inhibitors of T. brucei phosphoglycerate kinase. AID 602233. hit rate 0.043% among 380,000. PGK/GAPDH coupled, Kinase-Glo luminescence, 60 min. Potency, µM (top dose mostly 57.5 µM), without a hit: top-dose activity change, negative = inhibition, actives largely listed as inhibitors. P07378; also: potency is read from the fitted curve at half-maximal effect; % is scaled to controls: 0 for no effect and ±100 for the full control effect; nearly all actives have a fitted effect of over 60% in size
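Luminescent ATP detection (Kinase-Glo Plus) follows a 60-minute room-temperature incubation, with wells lacking PGK as controls. Buffer: 100 mM TEA (pH 7.6), 5 mM MgCl2, 0.01% Tween-20. Coupling enzyme GAPDH (100 nM final) supplies unstable 1,3-BPG in-well.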
Pol eta inh – blocks human DNA polymerase eta activity | Q9Y253 | recombinant Pol eta, fluorescent DNA replication assay | Potency, µM (top dose mostly 114 µM), for the others: top-dose activity change, negative = inhibition, hits mostly inhibitors | hit rate 1.2% among 390,000; also: potency is read from the fitted curve at half-maximal effect; % is scaled to controls: 0 for no effect and ±100 for the full control effect
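Pol eta at 10 nM preincubated with compounds 15 min at room temperature; reaction started with fluorescent substrate (50 nM final) and read kinetically at 0 and 10 min.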
RXFP1 antag – antagonists of human relaxin receptor RXFP1; Q9HBX9; HEK293-RXFP1, relaxin-stimulated cAMP HTRF, 30 min; stronger effect = lower value; activity change, negative = inhibition, % at 57.5 µM; hit rate 0.59% among 350,000; AID 1259400;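 active = activity change of -60% or lower, but not beyond a set lower limit; inconclusive = change between -60% and -40%, or beyond the set limit; inactive = change above -40%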; also: % is scaled to controls: 0 for no effect and ±100 for the full control effect
Target sequence (Q9HBX9 whole entry, looked up): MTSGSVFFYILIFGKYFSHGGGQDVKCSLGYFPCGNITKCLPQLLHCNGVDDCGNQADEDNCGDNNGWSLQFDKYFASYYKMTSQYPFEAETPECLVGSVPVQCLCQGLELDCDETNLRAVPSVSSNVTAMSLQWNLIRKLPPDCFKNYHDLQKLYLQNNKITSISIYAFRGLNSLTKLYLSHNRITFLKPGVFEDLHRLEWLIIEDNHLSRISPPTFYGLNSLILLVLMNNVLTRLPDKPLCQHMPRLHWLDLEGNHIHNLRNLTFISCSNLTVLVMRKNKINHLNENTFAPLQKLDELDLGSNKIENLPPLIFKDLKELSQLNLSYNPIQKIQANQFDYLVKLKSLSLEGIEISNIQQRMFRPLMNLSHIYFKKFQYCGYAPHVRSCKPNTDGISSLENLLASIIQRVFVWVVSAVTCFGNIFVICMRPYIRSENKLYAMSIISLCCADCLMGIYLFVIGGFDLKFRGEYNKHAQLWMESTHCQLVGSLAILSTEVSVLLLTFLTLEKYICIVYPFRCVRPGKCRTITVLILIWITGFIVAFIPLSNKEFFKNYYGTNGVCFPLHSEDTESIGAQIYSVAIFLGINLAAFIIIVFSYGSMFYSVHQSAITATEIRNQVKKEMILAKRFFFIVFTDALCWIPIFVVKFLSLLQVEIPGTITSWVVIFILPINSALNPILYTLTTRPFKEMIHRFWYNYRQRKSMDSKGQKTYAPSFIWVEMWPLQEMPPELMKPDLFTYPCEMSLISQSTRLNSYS
BLM inh – Bloom syndrome helicase (human) inhibition | P54132 | recombinant BLM DNA unwinding, fluorescence dequenching | Potency, µM (titrated, usually from 56.1 µM), for the others: at the top dose activity change, negative = inhibition, actives largely listed as inhibitors | hit rate 0.2% among 350,000 | AID 2528;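 also: potency is read from the fitted curve at half-maximal effect; plate controls were vehicle for no effect and no enzyme for full effect; nearly all actives have a fitted effect of over 35% in size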
The depositor's hits bear a star; i = inactive; u = inconclusive; x = not tested or not shown; [ ] = remark or other dose. Unless noted, calls follow the shape of the dose curve; as a rule, active = well fitted curve in the direction sought with a large enough effect; inconclusive = small, poorly fitted or top-dose-only effect, or another doubt; inactive = no such curve, though single readings can be large; an effect the other way counts as inactive or inconclusive.

No.	structure	POLK inh	APEX1 inh	POLB inh	POLI inh	Apoferritin bind	Tb PGK inh	Pol eta inh	RXFP1 antag	BLM inh
1	COc1c2ccccc2c(OC)c2ccccc12	-1%	1%	19%	11%	-4%	0%	-14%	-8	-12%
2	COc1ccc2c(c1)CC=C1C2CCC2(C)C(=O)C(=NO)CC12 (stereo not drawn)	-7%	x	x	97%[activator]	x	-2%	-4%	u	x
3	O=C(O)[C@H]1Cc2ccccc2CN1S(=O)(=O)c1ccc(F)cc1	-7%	4%	-2%	3%	2%	-1%	-6%	-2	-4%
4	CCOC(=O)C1CCN(C(=O)CN(Cc2ccc(Cl)cc2)S(C)(=O)=O)CC1	-21%	-1%	-23%	0%	3%	-2%	-9%	-14	-1%
5	C=CCn1c(SCC(=O)NCC2CCCO2)nnc1-c1ccncc1 (stereo not drawn)	-6%	23%	x	6%	x	i	-10%	3	x
6	O=C(Cn1ncc2c3ccccc3n(Cc3ccc(F)cc3)c2c1=O)N1CCN(c2ncccn2)CC1	0%	-8%	0%	-13%	-14%	-4%	-8%	2	-6%
7	COc1ccccc1-n1c(SCC(=O)c2ccc(O)cc2O)nc2cc([N+](=O)[O-])ccc21	-8%	-2%	u	-7%	-10%	-2%	u	-32	-13%
8	FC(F)(F)c1cnc(N2CCSCC2)c(Cl)c1	-14%	3%	u	36%[activator]	-1%	-8%	-10%	-22	-6%
9	Cc1cc(C)cc(C(=O)NC(CC(N)=O)c2ccc(NC3CCCCCC3)c([N+](=O)[O-])c2)c1 (stereo not drawn)	-11%	0%	9%	7%	-8%	6%	-9%	x	-6%
10	CCOC(=O)c1c(C)[nH]c(C)c1C(=O)COC(=O)/C=C/c1cccc(F)c1	-11%	0%	-23%	12%	-21%	6%	-16%	2	-11%
11	COc1cc(C(=O)Nc2ccc(S(=O)(=O)Nc3ncccn3)cc2)c([N+](=O)[O-])cc1OC	-21%	5%	35%	0%	-7%	0%	0%	25	-13%
12	COc1ccccc1OCC(=O)Nc1ccc(S(=O)(=O)NC(C)=O)cc1	-1%	5%	u	u	-4%	-2%	9%	-6	1%
13	O=C(CN1CCN(Cc2ccc(F)cc2)CC1)Nc1nc2ccccc2s1	-6%	-1%	13%	-4%	-13%	-8%	-3%	-1	4%
14	CCOC(=O)NC1(C(F)(F)F)C(=O)NC(C)=C1C(=O)OC (stereo not drawn)	-5%	-4%	-1%	-3%	2%	x	-8%	10	-2%
15	Cc1ccc(S(=O)(=O)Nc2cc(Cl)c(O)c3ncccc23)cc1	-3%	21%	2%	u	-21%	i	-16%	-27	-7%
16	CCOC(=O)C1CCCN(C(=O)c2ccc(CS(=O)(=O)Cc3ccccc3C)o2)C1 (stereo not drawn)	5%	5%	2%	30%[activator]	1%	-1%	-9%	-2	-2%
17	OCC1(Cc2ccc(Cl)cc2)CCN(CCCc2ccccc2)CC1	-1%	-1%	-2%	43%[activator]	-14%	-1%	-6%	-10	1%
18	Cc1ccc(C)c(OCC(=O)Nc2cc(C)on2)c1	12%	8%	4%	2%	-7%	i	1%	x	-1%
19	CCc1ccc(OCc2nnc(SCC(=O)NCC3CCCO3)n2C)cc1 (stereo not drawn)	-9%	15%	10%	31%[activator]	3%	-2%	-5%	2	-1%
20	COc1ccccc1CNC(=O)CSc1nnc2c(Cl)cc(C(F)(F)F)cn12	-3%	19%	28%	160%[activator]	-12%	0%	-13%	-6	-13%
21	Cc1nn(CCC#N)c(C)c1Oc1ccccc1O	-4%	0%	5%	49%[activator]	-4%	-9%	-18%	-5	0%
22	COc1ccc(C(=O)N(Cc2cc(OC)c(OC)c(OC)c2)C2CCS(=O)(=O)C2)cc1Cl (stereo not drawn)	-18%	x	u	9%	-16%	-8%	-19%	1	2%
23	CCOc1ccc(CN2CCN(Cc3ccc4c(c3)c3ccccc3n4CC)CC2)cc1	-19%	x	-16%	2%	3%	4%	-17%	-2	-1%
24	CCN(CC(=O)Nc1ccc(NC(C)=O)cc1)CC(=O)Nc1cccc(Cl)c1	-10%	-16%	1%	24%	-5%	-3%	6%	-1	-2%
25	O=C(c1ccccc1)N1CCN(C2c3cccc4cccc(c34)C2NS(=O)(=O)c2ccccc2)CC1 (stereo not drawn)	-17%	-5%	8%	-11%	1%	-3%	-16%	3	-7%
26	CC(Sc1ncn[nH]1)C(=O)NCc1ccccc1 (stereo not drawn)	0%	48%[activator]	1%	-19%	1%	-2%	-6%	10	-2%
27	CN(C(=O)C1CCCCC1)C1(C)CCS(=O)(=O)C1 (stereo not drawn)	3%	19%	x	41%[activator]	x	-8%	-7%	-11	x
28	CC(C)c1onc(C(=O)Nc2cccnc2Cl)c1[N+](=O)[O-]	12%	-2%	4%	12%	-6%	i	-9%	-1	-1%
29	CCOC(=O)C1(Cc2ccc(Cl)cc2)CCN(C(=O)C2CCCO2)CC1 (stereo not drawn)	-5%	-3%	41%	53%[activator]	-3%	1%	0%	-18	-3%
30	CCN1CCN(S(=O)(=O)c2ccc(Cl)c(C(=O)Nc3ccccc3N3CCCC3)c2)CC1	-9%	1%	x	29%	x	-1%	-9%	-1	x
31	COC(=O)C(Cc1cccc(C)n1)(c1ccccc1)c1ccccc1	-13%	18%	2%	43%[activator]	-2%	-10%	-20%	-1	-7%
32	COC(=O)Cc1ccc(NC(=S)N2CCN(CCO)CC2)cc1	-4%	x	x	-9%[58.9 µM]	x	-21%	-19%	3	x
33	O=C1c2cccc3c(O)ccc(c23)C(=O)N1Cc1ccccc1	-9%	-4%	4%	u	154%[activator]	-2%	u	0	-6%
34	CCOC(=O)[C@H]1[C@H]2COc3cc(OC)ccc3[C@@H]2N2C(=O)CN(C)C(=O)[C@@]12C	-7%	2%	x	7%	x	i	3%	x	x
35	C/C(=N\Nc1nc(N)cc(Cl)n1)c1cccc([N+](=O)[O-])c1	-12%	0%	12%	-1%[58.9 µM]	-14%	-2%	-15%	13	-6%
36	Cc1cccc(C(=O)Nc2nc(-c3nnn(-c4cc(F)ccc4F)c3C)ns2)c1	2%	x	-3%	-1%	u	-11%	-8%	x	8%
37	CC(C)(O)CN(CCCNC(=S)Nc1ccccc1)C(=S)Nc1ccccc1	-9%	x	x	13%	x	-4%	-14%	-3	x
38	COc1ccc(NC(=O)CSc2nnc(C3CCCCC3)n2N)cc1OC	-9%	6%	14%	36%[activator]	-18%	-5%	-7%	21	-1%
39	O/N=C/c1ccn(-c2ccc(Br)cc2)c1	-3%	-3%	7%	32%[activator]	-11%	i	-15%	-3	-4%
40	CSCCC(NC(=O)c1ccco1)C(=O)N1CCCC(C(F)(F)F)C1 (stereo not drawn)	-9%	4%	x	-11%	x	1%	-7%	4	x
41	CC(C)CNC(=S)N1CCC(Cc2ccccc2)CC1	-8%	8%	25%	0%	-7%	-5%	-14%	-9	-7%
42	Cc1ccc(C(=O)NC2CCN(C(=O)N3CCOCC3)CC2)cc1	-13%	-10%	18%	25%	-8%	-5%	-5%	10	0%
43	CCCC(=O)Nc1ccc(NC(=O)c2sc3ccccc3c2Cl)cc1	-20%	x	-5%	u	-6%	-1%	-6%	x	-4%
44	CCOC(=O)c1cccc(N/C=C/C(=O)c2ccc(OC)c(OC)c2)c1	-15%	-8%	3%	10%	-3%	4%	-19%	-10	-3%
45	CN(C)CCNC(=O)c1ccc2c(=O)n(Cc3ccc(Cl)cc3)c(=S)[nH]c2c1	-4%	31%	-2%	-10%	-11%	-4%	-1%	-14	0%

One compound at a time, from the list above. Screens in order: POLK inh, APEX1 inh, POLB inh, POLI inh, Apoferritin bind, Tb PGK inh, Pol eta inh, RXFP1 antag, BLM inh
FC(F)(F)c1cnc(N2CCSCC2)c(Cl)c1 in the list: -14%, 3%, u, 36%[activator], -1%, -8%, -10%, -22, -6%
Cc1cccc(C(=O)Nc2nc(-c3nnn(-c4cc(F)ccc4F)c3C)ns2)c1 in the list: 2%, x, -3%, -1%, u, -11%, -8%, x, 8%

Remaining list, next part:
No.	structure	POLK inh	APEX1 inh	POLB inh	POLI inh	Apoferritin bind	Tb PGK inh	Pol eta inh	RXFP1 antag	BLM inh
46	Cc1ccc(NC(=O)CSc2nc3ccccc3c(=O)n2CCC(=O)NC2CCCCC2)cc1C	-1%[60.1 µM]	x	4%	23%	26%	-2%	-12%	1	-2%
47	CC(C)(C)OC(=O)N1CCCN(C(=O)Nc2ccc(OC(F)(F)F)cc2)CC1	-2%	2%	1%	7%	0%	0%	-16%	-1	-5%
48	CC(C)[C@@H]1NC(=O)c2cc([N+](=O)[O-])cc(I)c2OCC[C@@H](C(N)=O)NC(=O)[C@H](CCC(=O)O)NC1=O	-11%	11%	25%	-3%	-5%	0%	-5%	x	-4%
49	CC(C)c1ccc(S(=O)(=O)Nc2ccc(O)c(Sc3ncn[nH]3)c2)cc1	-1%	72%[activator]	-14%	3%	-21%	-3%	-24%	8	-2%
50	COc1cc(S(=O)(=O)N2CCCCC2)ccc1NC(=O)c1ccc(F)cc1	1%	-2%	3%	6%	-14%	i	0%	8	0%
51	CCOC(=O)N1CCC(NC(=O)Cc2cn(C)c3ccccc23)CC1	-5%	7%	11%	5%	-10%	i	-11%	-15	0%
52	COc1ccccc1C(=O)Nc1cccc2cccnc12	4%	20%	33%	7%	-9%	-5%	-24%	1	-6%
53	O=C(NN1C(=O)C2C(c3ccccc3)C=CC(c3ccccc3)C2C1=O)c1ccccc1 (stereo not drawn)	-15%	2%	0%	2%	6%	4%	u	-12	-8%
54	Cc1cn2c(=O)c(S(=O)(=O)Nc3ccc(N4CCOCC4)cc3)c(C)nc2s1	8%	x	11%	34%[activator]	-1%	0%	-10%	-9	2%
55	O=[N+]([O-])c1cc([N+](=O)[O-])c(Oc2ccc(F)cc2)cc1NN1CCCCC1	18%	9%	7%	33%[activator]	-15%	i	-10%	x	0%
56	Cc1ccc(S(=O)(=O)N2CCN(CC(=O)N/N=C/c3ccccc3OCC(=O)O)CC2)cc1	-6%	-1%	2%	16%	-1%	-4%	-6%	6	-1%

The list is partial; rates above refer to the full screens.
